# MEKK2mut PB1 HTS: signal of MEK5 binding to mutant human MEKK2 PB1 domain; bead flow cytometry, Alexa488-MEK5 binding to MEKK2 mutant; 0.35% of 290,000 active; AID 1530; percent response, % at 10 µM; in the data active = percent response above about 24%, passing the limit was not always enough; also: inactives centre near 1; some results filed as inactive read as strong as hits
# MEKK2wt PB1 HTS: raises or lowers MEK5 binding to wildtype human MEKK2 PB1 domain; bead flow cytometry, Alexa488-MEK5 binding to MEKK2 WT; actives lie on both sides; binding response (% of control), % at 10 µM; 1.1% of 290,000 active; in the data active = binding response below about 67% or above about 130%
# DNA FID counter: counter-screen for HCV NS3 helicase inhibitors: DNA intercalator displacement. DNA fluorescent intercalator displacement, fluorescence. inhibition, % at 7.9 µM. 0.17% of 290,000 active. AID 1845; in the data active = inhibition above about 37%;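 also: 0% = vehicle and 100% = reference compound; higher means more ethidium bromide displaced from hairpin DNA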
# UBC9 SUMO inh: SUMOylation inhibition; P63279; HTRF SUMOylation assay, SAE1/SAE2 + UBC9, in vitro; inhibition, % at 35 µM; 0.36% of 290,000 active; in the data active = inhibition above about 50%, passing the limit was not always enough; also: strong numbers were not always called active
# Target sequence (P63279 whole entry, looked up): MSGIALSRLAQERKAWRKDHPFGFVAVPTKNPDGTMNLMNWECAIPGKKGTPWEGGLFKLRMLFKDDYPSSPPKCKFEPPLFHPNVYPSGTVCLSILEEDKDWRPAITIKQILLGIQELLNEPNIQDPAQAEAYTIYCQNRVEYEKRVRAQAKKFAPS
# M18AAP inhibitor: blocks P. falciparum M18 aspartyl aminopeptidase; 1.2% of 290,000 active; recombinant PfM18AAP, H-Glu-NHMec fluorogenic cleavage; inhibition, % at 7.35 µM;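 active = inhibition above the campaign mean inhibition over all tested compounds plus 3 SD, cut at about 28% in these data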;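 also: 0% = plate median of test compound wells and 100% = 2 mM ZnCl2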
# NALP1 yeast inh: inhibitors of NALP1 inflammasome in yeast; S. cerevisiae NALP1/ASC/caspase-1 growth, X-gal OD620, 72 h; inhibition, % at 10 µM; 0.61% of 280,000 active; in the data active = inhibition mostly above about 24%, no sharp cut-off; inactive = mostly below about 32%; also: some compounds called inactive have numbers as strong as hits
# IMP-1 inh: blocks Pseudomonas aeruginosa IMP-1 metallo-beta-lactamase. purified IMP-1, nitrocefin hydrolysis, epi-absorbance fluorescence. inhibition, % at 5.6 µM. 0.45% of 290,000 active;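 active = inhibition above the mean plus 3 SD of all compounds in the same screening run, cut at about 4.5% in these data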;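 also: 0% = IMP-1 with DMSO and 100% = DMSO wells lacking enzyme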
#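 Assay system: purified recombinant IMP-1 beta-lactamase. Input: IMP-1 0.2 nM before substrate addition. Buffer or medium: Zinc- and detergent-supplemented HEPES buffer, pH 7.1. Schedule: 25 °C, 15 min preincubation, 25 min reaction. Signal: Epi-absorbance fluorescence, 480 nm excitation, 530 nm emission. Evaluation: percent inhibition from optical density relative to buffer-blank wells.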
# HCV NS3 hel inh: inhibitors of Hepatitis C virus NS3 helicase | inhibition, % at 10.9 µM | AID 1800 | NS3 helicase DNA unwinding, Cy5 molecular beacon fluorescence | 0.56% of 290,000 active;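 active = inhibition above the mean of all tested compounds plus 3 SD, set per campaign, cut at about 35% in these data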;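 also: 0% = DMSO wells and 100% = thioflavine S control wells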
#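 Measured by: Cy5 fluorescence, 0 and 60 min reads / Assay system: NS3 helicase fragment of HCV / Control set: low DMSO, high thioflavine S at 110 µM / Times: 1 h reaction at 25 °C, ATP-initiated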
# VIM-2 inhibitor: inhibitors of Pseudomonas aeruginosa VIM-2 metallo-beta-lactamase; purified VIM-2, nitrocefin hydrolysis, epi-absorbance fluorescence; inhibition, % at 5.6 µM; 0.89% of 290,000 active; AID 1527;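 active = inhibition above the mean of all tested compounds plus 3 SD, cutoff set per screening run, cut at about 7.5% in these data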;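 also: red hydrolysis product quenches plate fluorescence so inhibitors raise well fluorescence; 0% = enzyme with DMSO and 100% = DMSO without enzyme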
# The depositor's hits bear a star; · = not tested or not shown.
SMILES,MEKK2mut PB1 HTS,MEKK2wt PB1 HTS,DNA FID counter,UBC9 SUMO inh,M18AAP inhibitor,NALP1 yeast inh,IMP-1 inh,HCV NS3 hel inh,VIM-2 inhibitor
CCC(C)NC(=O)c1ccc2c(SCC(=O)O)c3c(nc2c1)CCCC3 (stereo not drawn),-3,86,-38,6,2,23,1.5,4,0.1
CC(C)NC(=S)N=Nc1c(O)[nH]c2ccc([N+](=O)[O-])cc12,-6,79,4,-26,11,11,-1.8,0,-2.7
CCOc1cc(C(c2c(C)[nH][nH]c2=O)c2c(C)[nH][nH]c2=O)ccc1O,-1,97,-2,5,30*,19,-4.0,-6,-1.1
O=C(c1ccco1)N1CCN(Cc2nc3ccc([N+](=O)[O-])cc3c(=O)n2-c2ccccc2F)CC1,1,104,-2,3,0,-5,-3.5,10,-1.4
FC(F)(F)c1cc(CCN2C(=S)NC[C@@H]2Cc2ccccc2)cc(C(F)(F)F)c1,2,88,-9,-11,1,1,-2.0,3,-3.0
CN(C)c1ccc(/C=C(/NC(=O)c2ccccc2Cl)C(=O)NCCN2CCOCC2)cc1,-3,96,6,·,3,11,1.7,-12,0.7
Cc1ccc(NC(=O)c2cc(S(=O)(=O)N3CCCCC3)c[nH]2)cc1C,1,103,-25,23,0,22,-0.5,2,-1.1
Cc1ccc(N(C(=O)C2CCC(=O)N2)C2(C(=O)NC3CCCC3)CCCCC2)cc1 (stereo not drawn),4,103,-30,15,-2,-4,-2.8,6,-3.6
O=C(c1ccc2c(c1)OCO2)N1CCCC(c2ccccc2)C1 (stereo not drawn),8,105,-27,16,0,15,-1.7,7,-4.2
Cc1cccc2c(N=O)c(O)[nH]c12,2,98,-6,12,0,·,-2.8,6,-1.8
CSc1nc2c(c(=O)[nH]1)C(c1cccc(Cl)c1)CC(=O)N2 (stereo not drawn),-3,106,1,25,7,13,-3.3,3,-4.4
CN1CCc2c(OCc3ccc(F)cc3)cccc2C1=O,-6,90,-12,9,7,24,23*,0,0.7
Cc1ccc(NC(=O)CN2CCOCC2)cc1C,6,105,-2,-1,-5,13,1.7,2,0.7
COc1cccc2c1Oc1ncccc1N(C(=O)CCC(=O)NCc1cccc(C)c1)C2,3,103,-41,10,-3,4,0.3,3,-1.3
CCOP(=O)(/C(C#N)=C(/O)c1ccccc1)c1ccccc1 (stereo not drawn),-25,85,-1,26,-16,11,-0.7,-1,0.8
Cc1onc(-c2c(Cl)cccc2Cl)c1C(=O)ONC(=O)c1ccccc1,-15,94,2,21,-14,19,-1.9,10,-0.9
CCCS(=O)(=O)N1CCN(CCCc2ccccc2)CC1,-4,101,5,-6,0,-2,-1.8,5,-3.0
CN(C(=O)COc1ccccc1C(=O)NCCOc1ccccc1)c1ccccc1,-2,98,-39,-10,-7,31,-2.5,-5,-1.3
COc1ccc(OCCSc2nnc(Cc3cccc4ccccc34)n2N)cc1,1,101,-21,-23,3,-4,-3.3,-8,-4.8
COCCCn1c(=O)c2ccccc2n(CC(=O)NCCC2=CCCCC2)c1=O,-2,97,-27,-4,3,-10,-2.4,7,-3.7
CC(=O)c1ccc(N2CCN(C(=O)c3cc4c(-c5ccccc5F)nn(C)c4s3)CC2)cc1,6,112,-32,19,7,15,-2.0,-34,-3.3
O=C(O)c1ccc(/C=N/NC(=O)c2ccc3c(c2)OCCO3)cc1,9,104,-6,21,5,3,-6.6,10,-3.1
NS(=O)(=O)c1ccc(CCNC(=O)c2cc(-c3ccccc3)nc3ccccc23)cc1,6,101,-15,-4,1,36,1.0,13,-0.3
CC(=O)Oc1ccc(N2C(=O)C3C(C2=O)C2C=CC3C23CC3)cc1[N+](=O)[O-] (stereo not drawn),2,106,-1,2,3,13,-1.8,10,-2.8
COc1ccc(-n2ncc3c2CC(C)(C)CC3NC(=O)CCn2nc(C)cc2C)cc1 (stereo not drawn),6,107,-60,7,0,16,-3.3,-4,-2.5
# Remaining list, next part
SMILES,MEKK2mut PB1 HTS,MEKK2wt PB1 HTS,DNA FID counter,UBC9 SUMO inh,M18AAP inhibitor,NALP1 yeast inh,IMP-1 inh,HCV NS3 hel inh,VIM-2 inhibitor
CCc1cccc(C)c1N1C(=O)CC(C)(C)CC1=O,-5,89,0,7,-7,·,-1.9,-1,-1.4
O=S(=O)(N1CCCCC1)N1CCN(c2ccc(F)cc2)CC1,0,97,-14,-4,-7,51,-1.4,-7,0.2
CCCOc1cccc(NC(=O)c2cc(C)oc2C)c1,7,100,-10,-12,0,-1,-4.1,1,-3.2
Cc1ccc2cc(CCNC(=O)c3cccc([N+](=O)[O-])c3)c(=O)[nH]c2c1,-10,91,2,-15,-5,21,-1.6,-12,-0.8
Cc1ccc(NC(=O)c2cc(NC(=O)C3CC=CCC3C(=O)O)ccc2N2CCOCC2)cc1 (stereo not drawn),6,107,-35,12,-1,15,-0.6,-5,-1.4
CC(CN1CCOCC1)C(=O)c1ccccc1 (stereo not drawn),1,97,4,6,2,1,-2.6,-6,-3.3
COCCn1c(C)cc(C(=O)COC(=O)CNC(=O)c2ccccc2)c1C,-4,88,-9,9,8,31,-0.7,-3,-5.4
Cc1ccc(N(CC(=O)NCc2ccc(F)cc2)S(=O)(=O)c2c(C)n[nH]c2C)cc1,1,106,-39,23,5,3,-2.1,-5,-2.0
COc1cccc(N2CCN(C(=O)c3ccc(CS(=O)c4ccccc4C)o3)CC2)c1 (stereo not drawn),3,101,-51,-3,-2,-1,-1.6,-2,-1.4
COC(=O)c1sc(S(=O)(=O)Nc2ccc(C)cc2)c(C(=O)OC)c1C,0,101,-18,10,3,35,-2.3,-2,-2.4
COCC(C)n1c(C)cc(C(=O)CSc2nc3ccccc3c(=O)[nH]2)c1C (stereo not drawn),-1,94,-24,7,3,32,0.7,-6,0.0
O=C(c1ccco1)n1nc(NCc2ccccc2)nc1NCc1ccccc1,1,105,-16,6,-11,16,-3.5,-14,-2.4
COc1ccccc1OCC(=O)NNC(=O)C(=O)N1CCCC1,12,112,4,-2,6,19,-2.4,1,-1.5
O=C(O)c1ccccc1NCc1cccs1,1,98,-4,-5,5,3,-3.6,7,-2.2
CCCCn1c(N)c(N(CCC(C)C)C(=O)COC(=O)c2ccccc2)c(=O)[nH]c1=O,-4,99,-11,20,-4,10,-2.0,-4,-1.4
CC1CCN(c2c(NCc3ccc(C(=O)NCC4COc5ccccc5O4)cc3)c(=O)c2=O)CC1 (stereo not drawn),-2,99,-13,·,5,·,-1.9,-7,3.5
COc1ccccc1CNC(=O)c1oc2ccc(S(=O)(=O)N3CCOCC3)cc2c1C,-3,98,-38,-2,2,5,-1.6,-22,0.8
O=C1c2ccccc2C(=O)N1CCn1nc(Cl)nc1Cl,-4,99,-1,20,-1,19,-0.6,-4,-2.3
NC(=O)c1c(NC(=O)c2cccc(N3C(=O)CCC3=O)c2)sc2c1CCCCC2,2,102,-6,29,26,14,2.0,-19,2.0
Nc1ccccc1SCC(=O)Nc1ccc2c(c1)OCCO2,-3,98,-3,9,-6,-6,-0.5,-3,-1.3
Cc1ccc(C)c(N(CC(=O)N/N=C/c2ccc(-c3ccc([N+](=O)[O-])cc3)o2)S(=O)(=O)c2ccccc2)c1,-8,77,-3,31,4,-11,-4.8,5,-3.2
CC(=O)Nc1ccc(NS(=O)(=O)c2cc(Cl)ccc2Cl)cc1,7,100,-5,-10,-8,·,-2.9,-12,-1.8
CC(C)Oc1ccc(N2CC(C(=O)NC3=NCCS3)CC2=O)cc1 (stereo not drawn),-6,92,-18,5,6,-2,-1.3,11,-0.3
Cc1cc2ncn(C(=O)N3CCCCCC3)c2cc1C,1,99,-14,17,2,4,-1.0,1,-1.2
COc1ccc(-c2noc(CCC(=O)NCCc3ccccc3)n2)cc1,4,96,-26,16,5,19,-3.3,-12,-3.3
# More entries
SMILES,MEKK2mut PB1 HTS,MEKK2wt PB1 HTS,DNA FID counter,UBC9 SUMO inh,M18AAP inhibitor,NALP1 yeast inh,IMP-1 inh,HCV NS3 hel inh,VIM-2 inhibitor
O=C(CC1(O)C(=O)Nc2ccccc21)c1cccc(-n2cccc2)c1 (stereo not drawn),-27,70,-6,3,2,10,-0.1,-9,0.0
O=C(CN1C(=O)c2ccccc2C1=O)Nc1cc(C(=O)O)cc(C(=O)O)c1,7,105,-1,16,-4,12,-0.5,12,-1.0
CCC(=O)Nc1ccc(S(=O)(=O)Nc2ccccn2)cc1,-4,95,-1,2,0,10,-1.2,-5,-3.9
COc1ccc(Cc2nc(=S)[nH][nH]2)cc1Br,3,101,-2,10,27,-33,-3.6,-10,-4.2
Nn1c(SCC(=O)Nc2ccc(S(N)(=O)=O)cc2)nnc1-c1ccco1,0,99,-2,20,0,4,-1.7,8,-1.8
Cc1nnsc1C(=O)N1CCCC(N2CCN(c3ccc(F)cc3)CC2)C1 (stereo not drawn),3,102,-14,-6,1,5,-2.3,1,-2.7
O=C(O)CCCn1nc(-c2ccccc2)c2ccccc21,-1,99,-20,-1,0,9,-1.8,1,0.1
CC12CC3(C)CC(C)(C1)CC(C(=O)NC(=S)NC(C)(C)C)(C2)C3,1,93,14,7,1,15,-2.2,-10,-3.2
O=C(Nc1ccc(N2CCOCC2)c(Cl)c1)c1ccc([N+](=O)[O-])o1,-5,94,5,-4,-12,2,-1.4,-8,-0.7
Cc1cc(C(=O)OCC(=O)c2cccc([N+](=O)[O-])c2)c2cccc(C)c2n1,·,·,2,7,0,18,-2.4,2,-1.6
CC(=O)NCC(=O)OCC(=O)Nc1ccc(C(C)=O)cc1,·,·,-4,-7,-9,-18,-1.0,-5,-1.6
CS(=O)(=O)C1=NSC2=NC(=O)/C(=C\c3ccc(OC(=O)c4ccco4)c(Br)c3)C(=N)N21,6,102,-12,4,1,-15,-4.1,-3,-1.6
Cc1ccc(C(=O)N/N=C\c2sccc2C)cn1,-1,98,-4,9,-3,-7,-4.7,-6,-1.0
COC(=O)c1ccccc1NC(=O)CSc1nc(O)c(-c2ccccc2)c(=O)[nH]1,-1,99,-5,4,8,-5,-1.7,11,-0.6
Cc1sc2cc3c(c(C(=O)c4ccccc4)[n+]2c1C)-c1cccc2cccc-3c12,0,93,20,17,2,10,-1.2,-47,6.0
O=C(Nc1ccc2[nH]c(=O)[nH]c2c1)c1ccc(Cl)c(Cl)c1,1,100,1,18,-2,7,-1.1,10,-2.4

# 3 entries out of the list above, ordered by their value in NALP1 yeast inh, falling:
SMILES | NALP1 yeast inh
CCC(=O)Nc1ccc(S(=O)(=O)Nc2ccccn2)cc1 | 10
O=C(Nc1ccc(N2CCOCC2)c(Cl)c1)c1ccc([N+](=O)[O-])o1 | 2
CC(=O)NCC(=O)OCC(=O)Nc1ccc(C(C)=O)cc1 | -18

# One compound at a time, from the list above:
# `COCCCn1c(=O)c2ccccc2n(CC(=O)NCCC2=CCCCC2)c1=O` as listed: MEKK2mut PB1 HTS = -2; MEKK2wt PB1 HTS = 97; DNA FID counter = -27; UBC9 SUMO inh = -4; M18AAP inhibitor = 3; NALP1 yeast inh = -10; IMP-1 inh = -2.4; HCV NS3 hel inh = 7; VIM-2 inhibitor = -3.7
# `Cc1ccc(C(=O)N/N=C\c2sccc2C)cn1` as listed: MEKK2mut PB1 HTS = -1; MEKK2wt PB1 HTS = 98; DNA FID counter = -4; UBC9 SUMO inh = 9; M18AAP inhibitor = -3; NALP1 yeast inh = -7; IMP-1 inh = -4.7; HCV NS3 hel inh = -6; VIM-2 inhibitor = -1.0

# Screening results deposited in PubChem by several laboratories.
